Pol iota inh: qHTS for Inhibitors of Polymerase Iota; Potency, µM (highest dose often 115 µM), for the others: at the highest dose activity, negative = inhibition, hits mostly inhibitors; Pol iota fluorescent replication assay, 10 min; AID 588590, 2011; DNA polymerase iota (Homo sapiens), Q9UNA4; hit rate 1% among 390,000
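Fluorescent replication assay read twice, at 0 min and 10 min after adding 50 nM (final) substrate. Enzyme (10 nM) and compounds were first incubated 15 min at room temperature; enzyme-free buffer wells were negative controls.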
BLM helicase inh: qHTS Assay for Inhibitors of Bloom's syndrome helicase (BLM). hit rate 0.2% among 350,000. Potency, µM (titrated, usually from 56.1 µM), for inactives: at the highest dose activity change, negative = inhibition, usual class: inhibitors. recombinant BLM DNA unwinding, fluorescence dequenching. AID 2528, 2010;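 also: plate controls were vehicle for no effect and no enzyme for full effect; nearly all actives have a fitted effect of over 35% in size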
POLH inh: qHTS for Inhibitors of Polymerase Eta; hit rate 1.2% among 390,000; recombinant Pol eta, fluorescent DNA replication assay; AID 588591, 2011; Potency, µM (series often up to 114 µM), for inactives: top-dose activity change, negative = inhibition, most hits filed as inhibitors; DNA polymerase eta (Homo sapiens), Q9Y253; also: % is scaled to controls: 0 for no effect and ±100 for the full control effect
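Pol eta at 10 nM preincubated with compounds 15 min at room temperature; reaction started with fluorescent substrate (50 nM final) and read kinetically at 0 and 10 min.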
POLK inh: qHTS for Inhibitors of Polymerase Kappa | DNA polymerase kappa (Homo sapiens), Q9UBT6 | purified Pol kappa, fluorescent DNA synthesis assay, 10 min | Potency, µM (top dose mostly 107 µM), for the others: at the top dose activity, negative = inhibition, actives largely listed as inhibitors | hit rate 0.53% among 400,000 | AID 588579, 2011; also: % is scaled to controls: 0 for no effect and ±100 for the full control effect
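Pol kappa 10 nM + cpd, 15 min RT; start w/ substrate 50 nM final; fluorescence kinetic read, 0 and 10 min. Neg ctrl: buffer, no enzyme.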
G9a inh: qHTS Assay for Inhibitors of Histone Lysine Methyltransferase G9a; Histone-lysine N-methyltransferase EHMT2 (Homo sapiens), Q96KQ7; G9a H3K9 monomethylation, AlphaScreen, 2 h; Potency, µM (doses to about 102 µM), for the others: at the highest dose activity, negative = inhibition, most hits filed as inhibitors; hit rate 8.8% among 350,000; also: % is scaled to controls: 0 for no effect and ±100 for the full control effect; nearly all actives have a fitted effect of over 75% in size
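Signal arises when biotinylated H3K9 peptide, once monomethylated, bridges streptavidin donor and antibody-captured acceptor beads. Enzyme at 20 nM was preincubated 15 min with test compounds; peptide 500 nM and SAM 20 uM then reacted for 2 h.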
APEX1 inh: qHTS Assay for Inhibitors of the Human Apurinic/apyrimidinic Endonuclease 1 (APE1) | recombinant APE1, TAMRA/BHQ-2 abasic DNA cleavage fluorescence | hit rate 0.35% among 350,000 | DNA repair nuclease/redox regulator APEX1 (Homo sapiens), P27695 | Potency, µM (titrated, usually from 65.8 µM), for inactives: at the top dose activity change, negative = inhibition, hits mostly inhibitors;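 also: plate controls were vehicle for no effect and reference inhibitor for full effect; nearly all actives have a fitted effect of over 55% in size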
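APE1 at 0.75 nM preincubated 15 min at room temperature with compound. Reaction then started with 50 nM double-stranded THF-abasic substrate labelled with TAMRA/BHQ-2, and 525/598 nm fluorescence read kinetically. Activity taken as third-minus-first read difference, normalized to DMSO and NSC13755 controls.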
POLB inh: qHTS Assay for Inhibitors of DNA Polymerase Beta; Potency, µM (highest dose often 114 µM), for inactives: at the top dose activity change, negative = inhibition, hits mostly inhibitors; Pol beta primer extension/strand displacement, fluorescence kinetic; hit rate 1.3% among 340,000; also: % is scaled to controls: 0 for no effect and ±100 for the full control effect
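10 nM enzyme + cpd, 15 min RT; start with substrate 50 nM final; read 0 min and after 10 min RT. Corrected, normalized data; 4-parameter Hill curve fit.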
BAZ2B block: qHTS Assay for Inhibitors of BAZ2B. Bromodomain adjacent to zinc finger domain protein 2B (Homo sapiens), Q9UIF8. Potency, µM (top dose mostly 114 µM), for inactives: top-dose activity change, negative = inhibition, most hits filed as inhibitors. AlphaScreen BAZ2B-H3K14Ac peptide displacement. hit rate 4.4% among 360,000. AID 504333, 2011; also: % is scaled to controls: 0 for no effect and ±100 for the full control effect; nearly all actives have a fitted effect of over 60% in size
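Inhibition is scored as reduced AlphaScreen emission. The BAZ2B/b-H3(5-23)K14Ac complex (50 nM each) in PBS pH 7.4, 0.01% Tween-20 meets compound (up to 110 uM) for 30 min at RT before bead addition.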
JMJD2A Tudor inh: qHTS Assay for Inhibitors of JMJD2A-Tudor Domain | AlphaScreen JMJD2A-Tudor / H3K4me3 peptide binding | Potency, µM (series often up to 114 µM), for inactives: top-dose activity change, negative = inhibition, most hits filed as inhibitors | hit rate 4.4% among 390,000; also: % is scaled to controls: 0 for no effect and ±100 for the full control effect; nearly all actives have a fitted effect of over 50% in size
Target sequence (O75164 whole entry, looked up, the tested form may be a part): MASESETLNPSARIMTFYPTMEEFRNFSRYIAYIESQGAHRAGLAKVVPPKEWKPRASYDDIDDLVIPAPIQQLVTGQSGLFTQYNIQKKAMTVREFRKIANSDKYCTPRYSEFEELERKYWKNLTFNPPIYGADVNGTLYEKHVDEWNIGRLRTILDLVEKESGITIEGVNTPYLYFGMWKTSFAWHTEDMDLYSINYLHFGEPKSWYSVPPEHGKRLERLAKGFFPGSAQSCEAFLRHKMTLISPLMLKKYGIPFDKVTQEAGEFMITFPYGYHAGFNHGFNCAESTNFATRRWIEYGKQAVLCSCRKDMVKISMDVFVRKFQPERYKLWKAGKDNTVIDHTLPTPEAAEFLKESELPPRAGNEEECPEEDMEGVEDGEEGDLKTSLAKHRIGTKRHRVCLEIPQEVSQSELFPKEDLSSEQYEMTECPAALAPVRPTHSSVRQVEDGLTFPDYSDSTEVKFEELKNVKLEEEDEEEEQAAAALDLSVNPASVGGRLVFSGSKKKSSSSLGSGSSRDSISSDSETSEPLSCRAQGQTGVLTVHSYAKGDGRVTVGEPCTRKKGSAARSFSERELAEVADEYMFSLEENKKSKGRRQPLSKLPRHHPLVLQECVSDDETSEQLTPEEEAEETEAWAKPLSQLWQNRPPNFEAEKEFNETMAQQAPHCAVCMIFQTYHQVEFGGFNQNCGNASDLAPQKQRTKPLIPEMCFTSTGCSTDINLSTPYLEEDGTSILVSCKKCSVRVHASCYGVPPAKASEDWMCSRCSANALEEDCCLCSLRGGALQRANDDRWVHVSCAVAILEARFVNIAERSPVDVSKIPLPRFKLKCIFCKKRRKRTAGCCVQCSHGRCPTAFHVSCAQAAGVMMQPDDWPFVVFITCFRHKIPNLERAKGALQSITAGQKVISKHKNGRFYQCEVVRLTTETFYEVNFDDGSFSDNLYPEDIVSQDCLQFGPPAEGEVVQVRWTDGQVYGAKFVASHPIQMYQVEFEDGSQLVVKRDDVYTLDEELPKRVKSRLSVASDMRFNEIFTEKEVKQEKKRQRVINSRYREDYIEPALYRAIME
* marks the source's active call; other numbers are inactive results; ? = inconclusive; . = not tested or not shown; [ ] = remark or other dose. Calls follow the shape of the dose curve; as a rule, active = well fitted curve in the direction sought with a large enough effect; inconclusive = small, poorly fitted or top-dose-only effect, or another doubt; inactive = no such curve, though single readings can be large; an effect the other way counts as inactive or inconclusive. Potency is read from the fitted curve at half-maximal effect.

SMILES	Pol iota inh	BLM helicase inh	POLH inh	POLK inh	G9a inh	APEX1 inh	POLB inh	BAZ2B block	JMJD2A Tudor inh
C=CCn1c(SCC(=O)NC2CCCCC2)nnc1-c1ccc(OC)cc1	13%	-4%	-15%	-5%	-18%	2%	-23%	-4%	3%
Cc1ccc(NC(=O)CN2C(=O)NC3(CCc4ccccc43)C2=O)cc1 (stereo not given)	-23%	-1%	1%	0%	9%	23%	3%	1%	-12%
O=Cc1cn(CC(=O)Nc2ccc(F)cc2)c2ccccc12	36%[activator]	-3%	-10%	5%	29%[59 µM]	2%	-1%	-3%	-11%
CC1CCCC(C)N1S(=O)(=O)c1ccc(S(=O)(=O)NCc2ccccc2)cc1 (stereo not given)	14%	-1%	-1%	-3%	?	5%	22%	-3%	-2%
COc1cc(CN(C(=O)c2cccc(C)c2)c2ccccn2)cc(OC)c1OC	24%	-2%	-17%	5%	3%[59 µM]	.	-1%	-9%	5%
COc1ccccc1C1C2C(=O)N(c3ccccc3)C(=O)C2ON1c1ccccc1 (stereo not given)	9%	-3%	-5%	-1%	-1%[12.7 µM]	-6%	3%	-3%	-21%
COc1ccc(NC(=O)C2CCN(S(=O)(=O)c3ccc(N4CCCC4=O)cc3)CC2)cc1OC	33%[activator]	-1%	-9%	8%	10%	81%[activator]	1%	-17%	-7%
Cc1nc(-c2ccc(Cl)cc2)sc1C1(C)CC(c2ccc([N+](=O)[O-])cc2)=NO1 (stereo not given)	-10%	3%	-14%	11%	-3%[59 µM]	4%	-1%	?	?
O=C(Nc1ccnc(-c2cccnc2)n1)c1ccc(Cl)cc1	?	-7%	-8%	-37%	8%[12.7 µM]	0%	4%	-39%	-25%
CCCS(=O)(=O)N1CCCC(C(=O)NCc2ccc(C)cc2)C1 (stereo not given)	10%	-3%	2%	-9%	23%[59 µM]	-6%	20%	-4%	3%
Cn1c(=O)[nH]c(=O)c2c1nc(Br)n2C/C=N/NC(=O)c1ccccc1	28%	1%	-15%	3%	0%	-7%	28%	0%	2%
COc1cccc(NC(=O)CSc2nnnn2C(C)C)c1	-1%	-3%	4%	-4%	23%[12.7 µM]	1%	1%	0%	-10%[11.4 µM]
COc1ccc(OC)c(NC(=O)Cn2cc(C#N)c3ccccc32)c1	-4%	-4%	14%	-2%[60.1 µM]	-20%[12.7 µM]	-3%	-8%	-20%	-12%
Cc1noc(C)c1S(=O)(=O)Nc1ccc(C(=O)NC2CCCCC2C)cc1 (stereo not given)	10%	-1%	0%	-8%	-30%	1%	10%	-3%	-10%
Cc1cc(C)n(/N=C/c2c[nH]c3ccccc23)c(=O)c1	5%	1%	-10%	-4%	3%	3%	11%	15%	-17%
COc1cc(C2C(C(C)=O)=C(O)C(=O)N2CCc2c[nH]c3ccccc23)ccc1O (stereo not given)	?	2%	7%	-2%	50µM*	-3%	0%	?	100µM*
NC(=NCc1ccc2c(c1)OCO2)NC(=O)c1ccccc1	-2%	-13%	79µM*	-3%	?	-11%	22%	40µM*	?
CCOC(=O)C1CCCN(C(=O)c2cccc(S(=O)(=O)N3CC(C)OC(C)C3)c2)C1 (stereo not given)	0%	-4%	8%	-3%	-5%	-6%	2%	-3%	-10%
CC1CN(Cc2nnc(-c3ccccc3)o2)CC(C)O1 (stereo not given)	67%[activator]	0%	-4%	-6%	-3%	-6%	7%	1%	-3%
c1cnn(-c2cncc(-n3cccn3)n2)c1	-9%	0%	-1%	7%	25%	3%	17%	36%	-4%
O=C(Nc1nc(-c2cccnc2)cs1)c1ccc([N+](=O)[O-])cc1	5%	1%	-2%	-19%	?	5%	-2%	-4%	-31%
CC(C)(C)NCCCCOc1ccc(F)cc1	34%[activator]	-4%	-12%	-4%	-16%	12%	-2%	-6%	-6%
COCCn1c(N)c(C#N)c2nc3ccccc3nc21	?	-5%	-5%	-19%	35%[12.7 µM]	-1%	21%	-4%	2%
CCC1CCCCN1S(=O)(=O)c1ccc(C(=O)Nc2sc3c(c2C(N)=O)CCC3)cc1 (stereo not given)	-17%	-10%	-6%	-12%[60.1 µM]	0%[59 µM]	.	3%	-3%	-26%
CSc1nc2ccc(NS(=O)(=O)c3cccc(Cl)c3Cl)cc2s1	6%	-13%	-23%	-12%	-14%[59 µM]	9%	-23%	11%	-26%
C/C(=N\NC(=O)c1ccn[nH]1)c1cn(C)nc1C	16%	-3%	3%	-8%	-8%[59 µM]	4%	6%	5%	-9%
Cc1cccc(-n2ccnc2SCC(=O)Nc2nccs2)c1	1%	-1%	-12%	6%	?	1%	26%	?	-19%
CCOC(=O)C1=C(O)/C(=C/c2ccc(OCC(=O)O)c(OCC)c2)SC1=Nc1ccc(C)cc1	1%	-3%	?	-12%	45µM*	?	5%	-28%	-31%
O=C(c1ccco1)N1CCN=C1SCc1ccccc1F	6%	1%	-5%	11%	-12%	10%	-3%	12%	-8%
C/C(=N\N1CCN(Cc2ccccc2)CC1)c1ccco1	-2%	3%	15%	2%[60.1 µM]	-2%	-3%	9%	-22%	-6%
Cc1ccc(C(=O)Nc2ccc(S(=O)(=O)N3CCCC3)cc2)o1	13%	-1%	-11%	-6%	?	27%	-29%	-22%	-6%
CCc1nnc(NC(=O)CCC(=O)NCc2ccc(OC)cc2)s1	-17%[58.9 µM]	-1%	-19%	-2%	2%	2%	2%	5%	11%
O=c1ccn(C2CCCO2)c(=O)[nH]1 (stereo not given)	-2%	.	-6%	1%	.	.	.	.	-2%
CC(=O)N1c2ccccc2C(=O)C1N1CCN(c2cc(Cl)ccc2C)CC1 (stereo not given)	-3%	-10%	-14%	-26%	7.9µM*	.	1%	?	-29%
O=C(Nc1cccc2ccccc12)C1CCN(C(=O)NCc2ccccc2)CC1	1%	2%	-12%	11%	5%	-5%	17%	5%	-32%
Cc1cc(Cl)ccc1OCC(=O)N(Cc1ccc(N(C)C)cc1)CC1CCCO1 (stereo not given)	7%	-3%	-21%	-19%	18µM*	.	8%	11µM*	28µM*
CCn1c(=S)[nH]c2cc(Cl)ccc21	-7%	-1%	4%	-7%	.	18%	26%	-8%	-13%
C/C(=N\NC(=O)Cn1nc(C)c(Br)c1C)c1cccs1	17%	0%	-10%	-2%	17%[59 µM]	1%	-16%	0%	2%
CC1CCCCC12NC(=O)N(CC(=O)OCC(=O)NCc1ccc(F)cc1)C2=O (stereo not given)	?	.	-10%	13%	13%[59 µM]	26%	.	2%	2%
O=C(Nc1ccccc1-c1ccccc1)c1cnccn1	0%	0%	-14%	-4%	-3%	-4%	3%	1%	0%

Reprinted from the listing for reference:
SMILES	Pol iota inh	BLM helicase inh	POLH inh	POLK inh	G9a inh	APEX1 inh	POLB inh	BAZ2B block	JMJD2A Tudor inh
CCn1c(=S)[nH]c2cc(Cl)ccc21	-7%	-1%	4%	-7%	.	18%	26%	-8%	-13%
C/C(=N\NC(=O)Cn1nc(C)c(Br)c1C)c1cccs1	17%	0%	-10%	-2%	17%[59 µM]	1%	-16%	0%	2%
CC1CCCCC12NC(=O)N(CC(=O)OCC(=O)NCc1ccc(F)cc1)C2=O (stereo not given)	?	.	-10%	13%	13%[59 µM]	26%	.	2%	2%
O=C(Nc1ccccc1-c1ccccc1)c1cnccn1	0%	0%	-14%	-4%	-3%	-4%	3%	1%	0%

Next part:
SMILES	Pol iota inh	BLM helicase inh	POLH inh	POLK inh	G9a inh	APEX1 inh	POLB inh	BAZ2B block	JMJD2A Tudor inh
Cc1ccc(S(=O)(=O)NC(C(=O)N2CCN(S(=O)(=O)c3cccc(F)c3)CC2)C(C)C)cc1 (stereo not given)	14%	.	-6%	-23%	-44%	51%	.	-1%	-23%
N#Cc1c(Cl)cccc1N1CCCC1	-4%	-4%	-2%	-14%	88%[activator]	-5%	2%	66%[activator]	56%[activator]
CSc1ccc(CN(C)C(=O)C(Cc2ccccc2)NC(=O)c2ccccc2)cc1 (stereo not given)	2%	3%	-11%	-12%	55%[activator]	-3%	0%	-4%	-20%
COc1ccc(-c2noc(CCC(=O)NC3CCN(Cc4ccccc4)CC3)n2)cc1	-4%	-4%	-12%	-10%	-1%	1%	6%	-2%	1%
O=C(CC1(O)C(=O)Nc2ccccc21)c1ccccc1 (stereo not given)	-30%	0%	-4%	-3%	-33%	-3%	-4%	-5%	1%
O=C(O)CSc1nnc(-c2ccccc2O)n1Cc1ccccc1	-5%	0%	-13%	0%	?	-5%	-17%	2%	-11%
CCOC(=O)CSc1nc(-c2ccc(F)cc2)cc(C(F)(F)F)c1C#N	3%	3%	-16%	-10%	2%[59 µM]	.	49%	13%	21%
C/C(=N/NS(=O)(=O)c1ccc(Cl)cc1)c1cccc(O)c1	13%	-4%	-2%	-3%	19%[59 µM]	13%	15%	1%	-6%
O=C(COC(=O)c1ccccn1)NCc1cccc(Cl)c1	8%	.	-18%	-5%	?	18%	.	-27%	-4%
COc1ccc(NS(=O)(=O)c2ccc(C)c(C(=O)N3CCCCCCC3)c2)cc1	22%	.	-8%	-11%	1%	4%	.	20%	-6%
COc1ccc(OC)c(S(=O)(=O)N/N=C(/C)c2c[nH]c3ccccc23)c1	30%	-4%	-7%	-1%	?	17%	40%	-14%	-8%
CCOc1ccc(C(=O)NC(C)(C)CC)cc1	17%	-1%	-5%	-11%	3%	-3%	24%	-1%	-3%

Two records drawn at random from the list so far:
SMILES	Pol iota inh	BLM helicase inh	POLH inh	POLK inh	G9a inh	APEX1 inh	POLB inh	BAZ2B block	JMJD2A Tudor inh
Cc1ccc(S(=O)(=O)NC(C(=O)N2CCN(S(=O)(=O)c3cccc(F)c3)CC2)C(C)C)cc1 (stereo not given)	14%	.	-6%	-23%	-44%	51%	.	-1%	-23%
COc1ccc(NS(=O)(=O)c2ccc(C)c(C(=O)N3CCCCCCC3)c2)cc1	22%	.	-8%	-11%	1%	4%	.	20%	-6%

From PubChem BioAssay

These rows are one share of the data. The share of hits here may be higher or lower than overall.
